MPTP inh = mitochondrial permeability transition pore inhibitors, primary screen, biochemical, isolated mouse mitochondria, absorbance. Ca2+ swelling absorbance, 30 min. inhibition, % at 10 µM. 1.4% of 360,000 active;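 active = inhibition of 50% or more, scaled per plate between neutral and stimulator controls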;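 also: 0% = DMSO wells given calcium and 100% = 1 mM EGTA wells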
APOBEC3G inh = APOBEC3G DNA deaminase inhibitors, primary screen, biochemical, fluorescence, single-stranded DNA substrate, uHTS | DNA dC->dU-editing enzyme APOBEC-3G (Homo sapiens), Q9HC16 | recombinant A3G, ssDNA deamination FAM/TAMRA fluorescence | inhibition, % at 20 µM | 0.28% of 330,000 active;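 active = inhibition of at least 40% at 20 µM, with no more than 30% in the related APOBEC3A deaminase screen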;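 also: plate controls were DMSO wells with A3G for no effect and wells lacking A3G enzyme for full effect; some compounds called inactive have numbers as strong as hits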
hIAP activ = human IAP activators, primary screen, biochemical, luminescence, uHTS | Intestinal-type alkaline phosphatase (Homo sapiens), P09923 | purified human IAP, CDP-Star luminescence, 30 min; active compounds read high; 1 = vehicle-only enzyme, 0 = enzyme-free background | activation factor at 10 µM | 0.16% of 330,000 active;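 active = activation factor of the enzyme at least 2-fold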; also: the source names both 10 and 20 µM as test concentration; values of inactives mirror those of a sister screen read the other way
ATG4B inh = ATG4B protease inhibitors, primary screen, biochemical, fluorescence, uHTS; ATG4B cleavage of LC3-PLA2, NBD-HPC fluorescence, 1 h; 0.51% of 340,000 active; inhibition, % at 8.33 µM; in the data active = inhibition above about 40%
Target sequence (Q9Y4P1 whole entry, looked up): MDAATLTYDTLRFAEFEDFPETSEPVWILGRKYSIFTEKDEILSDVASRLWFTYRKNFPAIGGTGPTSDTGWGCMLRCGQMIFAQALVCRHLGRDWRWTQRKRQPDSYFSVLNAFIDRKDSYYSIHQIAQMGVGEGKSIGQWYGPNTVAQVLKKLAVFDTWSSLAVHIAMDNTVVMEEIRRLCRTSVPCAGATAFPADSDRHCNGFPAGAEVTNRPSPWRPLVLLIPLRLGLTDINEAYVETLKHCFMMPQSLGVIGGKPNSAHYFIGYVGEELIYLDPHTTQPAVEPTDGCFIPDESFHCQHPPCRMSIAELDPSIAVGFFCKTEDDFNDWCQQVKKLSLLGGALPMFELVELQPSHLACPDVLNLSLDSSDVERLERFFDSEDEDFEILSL
APOBEC3A inh = APOBEC3A ssDNA deaminase inhibitors, primary screen, selectivity assay for APOBEC3G inhibitor project, biochemical, FAM/TAMRA oligo cleavage fluorescence. inhibition, % at 20 µM. DNA dC->dU-editing enzyme APOBEC-3A (Homo sapiens), P31941. 0.41% of 330,000 active. recombinant A3A, FAM/TAMRA ssDNA deamination fluorescence;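 active = at least 40% inhibition at 20 µM here, with at most 30% in a related deaminase screen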;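 also: plate controls were A3A with DMSO for no effect and wells lacking A3A enzyme for full effect; some results filed as inactive read as strong as hits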
Target sequence (P31941 whole entry, looked up): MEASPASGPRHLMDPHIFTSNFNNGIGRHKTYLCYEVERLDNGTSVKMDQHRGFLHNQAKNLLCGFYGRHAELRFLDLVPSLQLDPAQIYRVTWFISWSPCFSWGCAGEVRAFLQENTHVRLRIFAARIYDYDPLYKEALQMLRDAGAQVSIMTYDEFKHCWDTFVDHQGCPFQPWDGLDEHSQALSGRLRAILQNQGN
mIAP activ = activators of mouse IAP, primary screen, biochemical, luminescence, uHTS; intestinal alkaline phosphatase [Mus musculus]; 0.24% of 330,000 active; activation factor at 10 µM; AID 2805, 2010; muIAP, CDP-Star luminescence, 30 min; active compounds read high; 1 = vehicle-only enzyme signal, 0 = enzyme-free wells;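 active = activation factor of at least 2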; also: the source names both 10 and 20 µM as test concentration; values of inactives mirror those of a sister screen read the other way
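System: Mouse IAP enzyme | Also added: CDP-Star substrate | Dosing: Compounds dispensed in DMSO | Schedule: 30 min enzyme-substrate-compound incubation at room temperature | Technique: Chemiluminescence readout | Control set: DMSO-only wells and no-enzyme negative control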
beta cell repl = inducers of MIN6 beta-cell proliferation, primary screen, ATP luminescence, uHTS; proliferation, % at 10 µM; 0.29% of 330,000 active; MIN6 cells proliferation, ATPlite luminescence, 48 h; cells starved in 0.2% serum; 100% = growth in 10% serum;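 active = compounds whose signal lies at least 3.5 SD above the mean of all wells on their plate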;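 also: 0% = DMSO-treated cells in low-serum medium and 100% = 10% serum control; some compounds called inactive have numbers as strong as hits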
hIAP inh = human IAP inhibitors, primary screen, biochemical, luminescence, uHTS; Intestinal-type alkaline phosphatase (Homo sapiens), P09923; purified IAP, CDP-Star luminescence, 30 min; inhibition, % at 10 µM; 0.12% of 330,000 active; AID 2544, 2010;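 active = inhibition reaching a set limit with compound at 10 µM in the primary screen, cut at about 35% in these data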;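 also: plate controls were DMSO wells with enzyme for no effect and no-enzyme buffer wells for full effect; values of inactives mirror those of a sister screen read the other way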
mIAP block = inhibitors of mouse IAP, primary screen, biochemical, luminescence, uHTS. 0.2% of 330,000 active. purified mouse IAP, CDP-Star luminescence, 30 min. AID 2806, 2010. intestinal alkaline phosphatase [Mus musculus]. inhibition, % at 10 µM;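 active = inhibition of at least 40% at 10 µM in the primary screen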;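 also: plate controls were DMSO with enzyme for no effect and no enzyme wells for full effect; values of inactives mirror those of a sister screen read the other way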
The depositor's hits bear a star.

Key to letters – A = MPTP inh; B = APOBEC3G inh; C = hIAP activ; D = ATG4B inh; E = APOBEC3A inh; F = mIAP activ; G = beta cell repl; H = hIAP inh; I = mIAP block
Molecule: Cc1cc(=O)[nH]c(-c2ccc(C(F)(F)F)cc2)n1
  A = 7.8	B = 2	C = 1.1	D = -1	E = 1	F = 0.93	G = -1	H = -8	I = 7

Molecule: Cc1cccc(OCC(=O)NCCNC(=O)c2cnccn2)c1
  A = -1.7	B = -9	C = 0.9	D = 13	E = -5	F = 1	G = -2	H = 10	I = 0

Molecule: CC(C)(O)C#Cc1ccc(C(=O)N2CCN(c3ccccc3)CC2)cc1
  A = 0.5	B = -4	C = 0.94	D = 0	E = -3	F = 0.96	G = -1	H = 6	I = 4

Molecule: COc1cc(CCC(=O)Nc2ccc(C)c(S(=O)(=O)N3CCCCCC3)c2)cc(OC)c1OC
  A = 0.4	B = -1	C = 1	D = -17	E = 3	F = 1.7	G = -2	H = -1	I = -66

Molecule: COc1ccccc1NC(=O)CSc1nnc(-c2ccco2)n1Cc1ccco1
  A = 1.9	B = -10	C = 1.1	D = 0	E = -1	F = 0.92	G = -3	H = -10	I = 8

Molecule: COc1ccc(Cl)cc1-n1c(C)ccc1C
  A = 0.9	B = -2	C = 1.1	D = -2	E = -4	F = 1	G = -1	H = -11	I = -4

Molecule: O=S(=O)(NC1CCCCC1Oc1ccccc1)c1ccccc1 (configuration not stated)
  A = -1.4	B = -7	C = 1	D = 9	E = -3	F = 1.1	G = -2	H = -5	I = -13

Molecule: CCn1c(NC(=O)c2ccco2)c(-c2ccccc2Cl)c(=O)c2ccccc21
  A = -0.1	B = 0	C = 1.1	D = -3	E = 2	F = 1.1	G = 0	H = -5	I = -8

Molecule: CCOC(=O)C1=C(c2ccccc2)Nc2ncnn2C1c1cc(OC)ccc1OC (configuration not stated)
  A = -2.1	B = -1	C = 1.1	D = 5	E = 5	F = 0.84	G = -1	H = -13	I = 16

Molecule: CCn1c(SCc2ccc(C)cc2)nnc1-c1nn(-c2ccccc2)ccc1=O
  A = 0.2	B = -4	C = 0.94	D = -7	E = -5	F = 0.98	G = 0	H = 6	I = 2

Molecule: COc1ccc(C(C(=O)NC(C)(C)C)N(C(=O)CNC(=O)c2cccs2)c2ccc(C(C)C)cc2)cc1OC (configuration not stated)
  A = 0.1	B = -1	C = 1	D = -30	E = 0	F = 1	G = -1	H = -1	I = -2

Molecule: COc1ccc(NC(=O)Cn2nnc(C(=O)NCc3ccc4c(c3)OCO4)c2N)cc1
  A = 0.8	B = -3	C = 0.97	D = 4	E = 1	F = 0.98	G = -1	H = 3	I = 2

Molecule: CC(=O)N(C(C)=O)c1nc(-c2ccccc2)cn1/N=C/c1ccccc1
  A = 31	B = 0	C = 0.88	D = 34	E = 2	F = 1	G = -2	H = 12	I = -2

Molecule: C[C@@]12C(=O)Nc3ccc(Br)cc3C(=O)N1[C@H]1c3ccccc3OC[C@@H]1[C@@H]2c1ccccc1
  A = 0.0	B = -4	C = 0.98	D = -9	E = -2	F = 0.99	G = -6	H = 2	I = 1

Molecule: Cc1sc(N(C(=O)CCc2ccccc2)c2ccc(C(=O)O)cc2)nc1-c1ccccc1
  A = -0.2	B = -2	C = 0.84	D = 1	E = 0	F = 0.89	G = -5	H = 16	I = 11

Pulled by structure from above:
Key to letters – A = MPTP inh; B = APOBEC3G inh; C = hIAP activ; D = ATG4B inh; E = APOBEC3A inh; F = mIAP activ; G = beta cell repl; H = hIAP inh; I = mIAP block
Molecule: O=S(=O)(NC1CCCCC1Oc1ccccc1)c1ccccc1 (configuration not stated)
  A = -1.4	B = -7	C = 1	D = 9	E = -3	F = 1.1	G = -2	H = -5	I = -13

Molecule: COc1ccc(Cl)cc1-n1c(C)ccc1C
  A = 0.9	B = -2	C = 1.1	D = -2	E = -4	F = 1	G = -1	H = -11	I = -4

Molecule: COc1ccccc1NC(=O)CSc1nnc(-c2ccco2)n1Cc1ccco1
  A = 1.9	B = -10	C = 1.1	D = 0	E = -1	F = 0.92	G = -3	H = -10	I = 8

(cont.)
Key to letters – A = MPTP inh; B = APOBEC3G inh; C = hIAP activ; D = ATG4B inh; E = APOBEC3A inh; F = mIAP activ; G = beta cell repl; H = hIAP inh; I = mIAP block
Molecule: Cc1ccc(NC(=O)C2CCN(S(=O)(=O)c3ccc4c(c3)CCCC(=O)N4)CC2)cc1N(C)C
  A = 6.3	B = -5	C = 1.2	D = -9	E = -4	F = 1.1	G = 1	H = -21	I = -13

Molecule: O=c1cc(CSc2nnc(COc3ccccc3)o2)c2ccccc2[nH]1
  A = 0.9	B = -3	C = 1	D = -11	E = 0	F = 0.91	G = -3	H = -1	I = 10

Molecule: Cc1cc(C)cc(NC(=O)COC(=O)c2cc(=O)[nH]c(=O)[nH]2)c1
  A = 0.4	B = -3	C = 1.1	D = -5	E = 1	F = 0.95	G = -3	H = -6	I = 5

Molecule: NC(=O)C1CCN(C(=O)CN2CCCc3ccccc32)CC1
  A = -0.2	B = -8	C = 0.83	D = 8	E = -5	F = 0.96	G = -1	H = 17	I = 4

Molecule: COc1ccc(OC)c(C2/C(=C(/O)c3ccccc3)C(=O)C(=O)N2Cc2ccco2)c1 (configuration not stated)
  A = 9.5	B = -3	C = 0.99	D = -4	E = 0	F = 1	G = -4	H = 1	I = 0

Molecule: Cc1cccc(N/C(N)=N/c2nc(C)c(Cc3ccccc3)c(=O)[nH]2)c1
  A = -0.7	B = -2	C = 1.7	D = 9	E = 3	F = 1.2	G = -5	H = -66	I = -22

Molecule: Cc1ccc(C)n1-n1c(C)nc2scc(-c3ccccc3)c2c1=O
  A = 2.6	B = -7	C = 1.1	D = -5	E = -1	F = 1	G = 1	H = -9	I = 0

Molecule: Cc1nnc2n(C)c(=O)c3c4c(sc3n12)COC(C)(C)C4
  A = 1.4	B = -1	C = 1	D = 11	E = -2	F = 1.1	G = -2	H = -4	I = -6

Molecule: CCOC(=O)N1CCC(N2CCCC(C(=O)c3cccc(OC)c3)C2)CC1 (configuration not stated)
  A = 3.2	B = -1	C = 1.1	D = 8	E = 2	F = 0.97	G = 1	H = -10	I = 3

Molecule: O=C(c1cc(C(=O)N2CCOCC2)c2nc3ccccc3n2c1)c1cc(Cl)cc(Cl)c1O
  A = 2.6	B = -8	C = 1.1	D = -3	E = -4	F = 0.95	G = -2	H = -6	I = 5

Molecule: Cc1ccccc1C(=O)O
  A = 0.9	B = -11	C = 0.93	D = 1	E = -2	F = 1.1	G = -5	H = 7	I = -7

Molecule: O=C(Nc1ccnn1C1CCN(Cc2cc(Cl)ccc2O)CC1)c1cccnc1
  A = 1.9	B = -3	C = 1.4	D = 25	E = -5	F = 0.93	G = 0	H = -36	I = 7

Molecule: Cc1nn(-c2nnc(NCc3ccccc3)nn2)c(C)c1Br
  A = 0.6	B = -1	C = 0.93	D = 13	E = 1	F = 0.95	G = 0	H = 7	I = 5

Molecule: O=C(N/N=C\c1cccnc1)c1cc(-c2ccccc2)nc2c(Cl)cccc12
  A = -0.1	B = 1	C = 0.87	D = -7	E = 43*	F = 0.99	G = -1	H = 13	I = 1

Molecule: COn1c(-c2ccc(Cl)cc2Cl)nc2ncccc21
  A = -2.4	B = -1	C = 1	D = 0	E = 2	F = 0.94	G = 0	H = -2	I = 6

3 structures from above, sorted by molecular weight, low to high.
Key to letters – A = MPTP inh; B = APOBEC3G inh; C = hIAP activ; D = ATG4B inh; E = APOBEC3A inh; F = mIAP activ; G = beta cell repl; H = hIAP inh; I = mIAP block
Molecule: Cc1ccc(C)n1-n1c(C)nc2scc(-c3ccccc3)c2c1=O
  A = 2.6	B = -7	C = 1.1	D = -5	E = -1	F = 1	G = 1	H = -9	I = 0

Molecule: Cc1cccc(N/C(N)=N/c2nc(C)c(Cc3ccccc3)c(=O)[nH]2)c1
  A = -0.7	B = -2	C = 1.7	D = 9	E = 3	F = 1.2	G = -5	H = -66	I = -22

Molecule: O=C(Nc1ccnn1C1CCN(Cc2cc(Cl)ccc2O)CC1)c1cccnc1
  A = 1.9	B = -3	C = 1.4	D = 25	E = -5	F = 0.93	G = 0	H = -36	I = 7

Following part
Key to letters – A = MPTP inh; B = APOBEC3G inh; C = hIAP activ; D = ATG4B inh; E = APOBEC3A inh; F = mIAP activ; G = beta cell repl; H = hIAP inh; I = mIAP block
Molecule: O=C(O)c1ccc(NC(=O)c2ccc(COc3ccccc3)o2)cc1
  A = 0.0	B = -3	C = 1	D = 8	E = 0	F = 1.1	G = -4	H = -3	I = -7

Molecule: O=C(OCc1ccc(O)cc1)c1c(-c2ccsc2)oc2ccc(N3CCOCC3)cc12
  A = 0.9	B = -4	C = 1	D = -12	E = 0	F = 1	G = -8	H = -1	I = -2

Molecule: c1ccc(CC2CCN(Cc3ccccn3)CC2)cc1
  A = -0.8	B = -8	C = 0.98	D = -6	E = 3	F = 1.1	G = -3	H = 2	I = -7

Molecule: N=c1c2c3c(sc2nc2n1CCCCC2)CCCCC3
  A = 0.8	B = -2	C = 0.93	D = -6	E = 1	F = 1	G = -2	H = 7	I = -1

Molecule: O=C(NC1CCCC1)c1ccc(Br)o1
  A = 19	B = -1	C = 1	D = -3	E = -1	F = 0.98	G = 1	H = 0	I = 2

Bioassay records deposited in PubChem by Sanford-Burnham Center for Chemical Genomics.
